M. tuberculosis GlmU: inhibition of mycobacterial GlmU enzyme – biochemical, glucosamine-1-phosphate acetyltransferase (AID 1376) | Bifunctional protein GlmU (Mycobacterium tuberculosis (strain ATCC 25618 / H37Rv)) | M. tuberculosis GlmU acetyltransferase enzyme assay; higher % means a stronger effect | one-dose inhibition, %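 (tested at 30 µM in the primary screen)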; IC50 in µM for titrated hits | actives 0.25% (n = 220,000); in the data active = inhibition above about 13%;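 also: 0% = complete reaction with vehicle and 100% = reaction without substrate; strong numbers were not always called active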
RmlCD inh 1536: M. tuberculosis RmlC/RmlD coupled enzyme inhibitors, primary screen, biochemical, compound mixtures, 384-well, from 1536-well plates; actives 0.03% (n = 160,000); inhibition, % at 3.6 µM; RmlC+RmlD coupled enzyme assay, percent inhibition; primary screen in compound mixtures; in the data active = inhibition mostly above about 34%, no sharp cut-off; also: some results filed as inactive read as strong as hits
Target sequence (P9WH09 whole entry, looked up): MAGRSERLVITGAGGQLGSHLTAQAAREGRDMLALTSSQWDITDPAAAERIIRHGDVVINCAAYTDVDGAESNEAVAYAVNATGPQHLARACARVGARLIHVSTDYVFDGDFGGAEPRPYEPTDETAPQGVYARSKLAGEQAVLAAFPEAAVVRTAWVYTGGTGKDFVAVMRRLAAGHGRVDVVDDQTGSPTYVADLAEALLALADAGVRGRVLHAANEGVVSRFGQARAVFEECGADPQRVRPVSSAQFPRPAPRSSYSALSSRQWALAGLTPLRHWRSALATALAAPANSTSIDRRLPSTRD
Target sequence (P9WH11 whole entry, looked up): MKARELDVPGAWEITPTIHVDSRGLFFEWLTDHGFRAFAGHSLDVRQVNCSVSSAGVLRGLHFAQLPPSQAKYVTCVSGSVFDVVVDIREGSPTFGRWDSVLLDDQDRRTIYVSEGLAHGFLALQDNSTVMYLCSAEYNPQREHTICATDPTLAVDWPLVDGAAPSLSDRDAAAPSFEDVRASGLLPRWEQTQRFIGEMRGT
Active calls of the source: *; . = no result given; & = joins results of further samples. A portion of the library; the hit share may differ from the screen's.

Under each structure – M. tuberculosis GlmU	RmlCD inh 1536
- Cn1c(=S)n(CCC(=O)O)c2ccccc21
    6.8%	-7
- Cc1cnc(NC(=O)CCN2C(=O)C3CCCCC3C2=O)s1 (stereo not drawn)
    0.0%	9
- Cc1ccc(NC(=O)NC(=O)COc2ccc(Cl)cc2Cl)c(C)c1
    -0.7%	24
- CN1CCN(C(=O)c2ccc3c(c2)NC(=O)C(C)(C)O3)CC1
    0.8%	7
- O=C(O)CNS(=O)(=O)c1ccc(F)cc1
    -0.7%	-6
- CC(C)=CC(=O)OCC(=O)Nc1ccccc1Cl
    -3.5%	.
- COc1cccc(C2CC(c3cccc(Br)c3)n3ncnc3N2)c1 (stereo not drawn)
    3.5%	.
- O=C(CSC1CC(=O)N(CCc2ccccc2)C1=O)Nc1ccc(Cl)cc1 (stereo not drawn)
    2.3%	3
- COc1ccc(/C=N/Nc2nc(-c3ccc(C)cc3)c(NC(C)=O)s2)cc1
    1.1%	2
- Cc1ccc(C(=O)C(OC(=O)CNS(=O)(=O)c2ccccc2)c2ccccc2)cc1 (stereo not drawn)
    1.5%	.
- CC(C)n1c(SCC(N)=O)nc2c1c(=O)n(C)c(=O)n2C
    -2.8%	1
- CCCCn1nc2cc(C(=O)NCC34CC5CC(CC(C5)C3)C4)ccc2c1OCC
    1.8%	.
- COC(=O)C1=C(NC(=O)C(C)(C)C)CCS1
    -0.7%	3
- COc1ccc(C(=O)N[C@H](C(=O)Nc2nc3ccccc3[nH]2)C(C)C)cc1
    -3.4%	12
- N#CC1=C(N)Oc2ccc3ccc(O)cc3c2C1c1ccsc1 (stereo not drawn)
    -5.4%	1
- Cn1c(Cn2c(=O)sc3ccccc32)nnc1SCC(=O)Nc1ccc(Cl)cc1
    -2.5%	-3
- O=C(O)COc1ccc(S(=O)(=O)c2ccc(OCC(=O)O)cc2)cc1
    0.3%	-4
- COc1c(F)c(F)c(C(=O)O)c(Nc2cccc(C)c2)c1F
    2.3%	5
- COc1ccc(CCN2C(=O)CC(N3CCN(C/C=C/c4ccccc4)CC3)C2=O)cc1OC (stereo not drawn)
    -3.3%	6
- CC1(C)CC(=O)c2cnc3c(C#N)cnn3c2C1
    -1.5%	5
- CC(=O)NC1C(Oc2ccc(C)cc2)OC2COC(c3ccco3)OC2C1O (stereo not drawn)
    -0.4%	-7
- Cc1ccc(NC(=O)COC(=O)c2cc(Cl)ccc2Cl)c(Br)c1
    3.8%	-2
- CCc1sc(C(C2C(=O)CC(C)(C)CC2=O)C2C(=O)CC(C)(C)CC2=O)cc1[N+](=O)[O-]
    2.9%	25
- CCOc1cc(/C=N/Nc2nc(N3CCCC3)nc(N3CCCC3)n2)ccc1O
    0.9%	.
- CC(C)(C)C(=O)NCCN1C(=O)S/C(=C\c2ccc([N+](=O)[O-])cc2)C1=O
    -2.9%	-11
- CC(NC(C)(C)C)C(=O)c1cccc(Cl)c1 (stereo not drawn)
    -2.9%&-0.5%	.
- CCC(c1nnnn1C1CCCC1)N(Cc1cccs1)Cc1cc2cc(C)ccc2[nH]c1=O (stereo not drawn)
    -0.8%	14
- O=C(NC(=S)N1CCN(Cc2ccc3c(c2)OCO3)CC1)c1ccc(Cl)cc1
    3.1%	88
- Cn1cc(CNC(=O)COc2ccc(Cl)cc2Cl)cn1
    2.5%	.
- CCOC(=O)CSc1nc2ccccc2c(=O)n1CCC(=O)NCCc1ccc(OC)c(OC)c1
    -4.9%	10
- COc1ccc(/C=C/C(=O)Nc2sc3c(c2C(=O)NCc2cccnc2)CCCC3)cc1
    -4.5%	.
- Cc1nnn(C23CC4CC(CC(CC(=O)Nc5ccc(C)c(C)c5)(C4)C2)C3)n1
    6.7%	-8
- O=C(C1CCN(c2nnc(-n3cccc3)s2)CC1)N1CCc2ccccc2C1
    8.6%	-3
- COC(=O)c1ccccc1NC(=O)CSc1nnnn1-c1ccc(C)cc1C
    0.8%	82
- CCOc1nc2ccccc2nc1NS(=O)(=O)c1ccccc1
    0.7%	-7
- O=C1C2CC=CCC2C(=O)N1c1cccc(OS(=O)(=O)c2ccc3ccccc3c2)c1 (stereo not drawn)
    4.7%	-2
- CCOC(=O)CC(=O)NC1(Cc2ccc(O)cc2)CCCCC1
    3.6%	-10
- COCCn1c(=S)[nH]c2cc(C(=O)N3CCc4ccccc43)ccc2c1=O
    7.1%	7
- c1ccc(N2CCN(CCc3nnc4n3CCCCC4)CC2)cc1
    5.2%	8
- O=C(N=C1c2ccccc2CN1c1cccc(Cl)c1)c1cccnc1
    -0.6%	.
- C=C(C(=O)c1ccccc1)C(C(=C)C(=O)c1ccccc1)c1ccc(OC)cc1
    -1.8%	16
- Cc1cccc(C(=O)Oc2ccccc2/C=N/NC(=O)c2ccc(NC(=O)C(C)(C)C)cc2)c1
    -1.6%	-6
- Cc1nc2c(=O)n(-c3ccc(F)cc3F)nc(C)c2s1
    -0.4%	21
- COC(=O)c1sccc1NC(=S)Nc1ccccc1
    2.6%	-6
- Cc1ccc(Sc2nc(-c3ccccc3)nnc2C(F)(F)F)cc1
    -6.7%	4
- O=C(c1cccc(N2C(=O)C3C4C=CC(C4)C3C2=O)c1)N1CCCc2ccccc21 (stereo not drawn)
    3.4%	6
- Cc1c(-n2c(CN3C(=O)c4ccccc4C3=O)nc3ccccc3c2=O)c(=O)n(-c2ccccc2)n1C
    1.3%	.
- COc1ccc2[nH]c(C)c(C(=O)CN3CCc4cc(OC)c(OC)cc4C3)c2c1
    .	14
- CCOC(=O)c1c(C)n(-c2ccc(OC)cc2)c2c(C/C(C)=N/O)c(Br)c(OC)c(O)c12
    5.5%	.
- O=C(N/N=C/c1ccccc1O)c1cc(=O)[nH]c2ccccc12
    0.7%	-9
- O=C(C1CC(=O)N(c2ccccc2)C1)N1CCN(C2=NS(=O)(=O)c3ccccc32)CC1 (stereo not drawn)
    0.4%	.
- O=C(Cc1ccccc1)NNC(=O)c1ccccc1C(=O)O
    4.0%	-8
- O=C(/C=C/c1cccs1)N1CCC2(CC1)Oc1ccc(Cl)cc1C(=O)C21CC(c2ccc(Cl)cc2)=NO1 (stereo not drawn)
    -6.8%	.
- CCOc1cc(C2C(C(=O)OC)=C(C)N=C3SC(C)C(=O)N32)ccc1OC(C)=O (stereo not drawn)
    -2.0%	-4
- Cc1cc(C)c2[nH]c(=O)c(CN(Cc3ccco3)C(=S)NCC3CCCO3)cc2c1 (stereo not drawn)
    2.8%	0
- S=C(c1ccc(-c2ccccc2Cl)o1)N1CCCCC1
    -3.1%	7
- Cc1nn(Cc2ccccc2Cl)c(C)c1NC(=O)c1noc2c1CCCCC2
    -0.2%	-3
- COC(=O)c1ccc(OCCOCCOc2cccc3ccc(C)nc23)cc1
    -6.0%	9
- COc1ccccc1-c1noc(CCCC(=O)N2CCOCC2)n1
    4.4%	-3
- Cc1ccc2nc(N3CCN(Cc4nnnn4C4CCCC4)CC3)c(C#N)cc2c1
    6.3%	.

Remaining list, next part
Under each structure – M. tuberculosis GlmU	RmlCD inh 1536
- CCC1C(c2ccccc2)N(C)C(c2ccccc2)CC1(O)c1ccccc1 (stereo not drawn)
    -2.5%	-16
- CCN1CCN(Cc2ccc(NC(=O)c3cc(NC(=O)C(=O)c4c[nH]c5ccccc45)cc(OC)c3)cc2C(F)(F)F)CC1
    -5.3%	.
- C=C(C)c1nc(N)nc(N)n1
    4.9%	0
- C=C(C)c1cccc(C(C)(C)NC(=O)N2CCC(C)CC2)c1
    3.3%	1
- CC1(OC(=O)CCc2ccccc2)C(=O)C=C2C=C(c3ccc(C#N)cc3)N(CCc3c[nH]c4ccccc34)C=C2C1=O (stereo not drawn)
    -0.7%	.
- COc1ccc(CC(=O)Oc2cc(C)[nH]c(=O)c2[N+](=O)[O-])cc1
    -1.0%	-10
- CCCCSc1nnc2nc(C)cc(C)n12
    4.3%	.
- COc1ccc(S(=O)(=O)n2nc(-c3ccc(Cl)cc3)cc2N)cc1OC
    -0.5%	.
- O=C(NCc1ccc(F)cc1)C(c1ccncc1)N(C(=O)c1csnn1)C1CC1 (stereo not drawn)
    -2.5%	-9
- Cc1cccc(C(=O)NCCN(C)C)c1
    -2.6%	5
- COc1ccc(-n2c(C)ccc2C)c([N+](=O)[O-])c1
    -2.6%	2
- CCOC(=O)c1oc2c(CN3CCCCC3C)c(O)ccc2c(=O)c1-c1ccc(OC)c(OC)c1 (stereo not drawn)
    -3.9%	.
- CC(C)=CCN1CCN(Cc2cccn2-c2ccccn2)CC1CCO (stereo not drawn)
    -1.4%	-9
- Cc1ccc(N(CC(=O)N2CCOCC2)S(C)(=O)=O)cc1C
    .	6
- O=C1CCC(/C=C/c2ccccc2)=NN1Cc1ccccc1Cl
    -0.8%	.
- COc1cc(/C=N/NC(=O)c2csc3c2CCCC3)cc(OC)c1O
    9.6%	1
- CCn1cc(C(=O)NC(=S)Nc2cccc(O)c2)cn1
    1.3%	.
- O=C(COC(=O)c1ccc(CO)cc1)Nc1ccc(OC(F)F)cc1
    -1.0%	6
- COc1ccc(N2C(=O)C3C(C2=O)C2C=CC3C23CC3)c([N+](=O)[O-])c1 (stereo not drawn)
    -6.5%	5
- O=C(NNC(=S)Nc1ccc(F)cc1)c1cccc([N+](=O)[O-])c1
    8.8%	-41
- COc1cc(OC)cc(-c2nc(=S)n3ccsc3n2)c1
    -2.2%	1
- CCc1n[nH]c(=S)n1/N=C/c1cc(Br)c(OC)cc1OC
    -0.5%	-10
- CCOc1ccc(S(=O)(=O)NCCSCc2ccco2)cc1
    -2.8%	.
- COC(=O)C1=C(C)N(CCC2=CCCCC2)C(=O)C1
    -1.2%	.
- Cc1cc(C(=O)NCc2ccccc2)c(=O)[nH]c1C
    -0.9%	.
- C[C@H](NS(=O)(=O)c1ccccc1)C(=O)OCC(=O)NC(=O)Nc1ccc2c(c1)OCCO2
    2.8%	2
- CCOC(=O)N(CC)c1ccc(C(O)(C(=O)OC)C(F)(F)F)cc1 (stereo not drawn)
    7.7%	35
- Cc1cccc(N(CC(=O)NC(C)(C)C)C(=O)CNC(=O)c2cccs2)c1
    2.3%	106
- O=C(/C=C/c1ccc([N+](=O)[O-])cc1)N(c1ccccn1)C1CCCCC1
    1.9%	-1
- COCCCNC(=O)CCCn1c(=O)[nH]c2ccccc2c1=O
    0.0%	14
- COC(=O)c1ccc2c(=O)n(CC3CCCO3)c(SCC(=O)Nc3ccccc3Cl)nc2c1 (stereo not drawn)
    8.1%	5
- CCOc1ccc(C2CC(=O)NC3=C2C(=O)CCC3)cc1Cl (stereo not drawn)
    3.7%	-5
- CC(=O)Nc1ccccc1OCc1cnc(Cl)s1
    0.7%	-14
- CC#CCCCC(=O)Nc1ccccc1C(=O)O
    3.6%	.
- Cc1ccc(CSc2nc3ccncc3[nH]2)cc1
    6.9%	.
- Cc1cc(C)c(C(=O)/C=C/c2ccco2)c(=O)[nH]1
    2.3%	-2
- Clc1ccc(Oc2nnnn2-c2ccccc2)cc1
    -1.9%	.
- COC(=O)[C@@H]1CCCN1Cc1nc(Cc2ccc(OC)c(OC)c2)no1
    -3.9%	11
- COC(C(=O)Nc1ccc(Br)cc1F)c1ccccc1 (stereo not drawn)
    -2.5%	9
- CCn1c(O)c(N=NC(=O)Cn2ccc(C(F)(F)F)n2)c2ccccc21
    -4.8%	16
- Cc1cc(C)cc(OCC(=O)NCc2nc(-c3ccccc3)no2)c1
    -1.5%	-1
- O=C(N/N=C/C(Br)=C/c1ccccc1)NC1CCCCC1
    -0.7%	.
- CSc1ccccc1NC(=O)CN(Cc1ccc(Cl)cc1)S(C)(=O)=O
    -10%	.
- CCN(CC)S(=O)(=O)c1ccc(S(=O)(=O)N(Cc2ccccn2)Cc2ccco2)cc1
    4.6%	.
- CC(C)NCC(O)COc1cccc2[nH]ccc12 (stereo not drawn)
    .	5

Of the compounds above, these have a nitro group on carbon.
Under each structure – M. tuberculosis GlmU	RmlCD inh 1536
- CCc1sc(C(C2C(=O)CC(C)(C)CC2=O)C2C(=O)CC(C)(C)CC2=O)cc1[N+](=O)[O-]
    2.9%	25
- CC(C)(C)C(=O)NCCN1C(=O)S/C(=C\c2ccc([N+](=O)[O-])cc2)C1=O
    -2.9%	-11
- COc1ccc(CC(=O)Oc2cc(C)[nH]c(=O)c2[N+](=O)[O-])cc1
    -1.0%	-10
- COc1ccc(-n2c(C)ccc2C)c([N+](=O)[O-])c1
    -2.6%	2
- COc1ccc(N2C(=O)C3C(C2=O)C2C=CC3C23CC3)c([N+](=O)[O-])c1 (stereo not drawn)
    -6.5%	5
- O=C(NNC(=S)Nc1ccc(F)cc1)c1cccc([N+](=O)[O-])c1
    8.8%	-41
- O=C(/C=C/c1ccc([N+](=O)[O-])cc1)N(c1ccccn1)C1CCCCC1
    1.9%	-1

Next part.
Under each structure – M. tuberculosis GlmU	RmlCD inh 1536
- Cc1cc(Br)ccc1NC(=O)CNC(=O)CN(C)Cc1nc2ccccc2c(=O)[nH]1
    7.3%	.
- CC1CC(C)CN(C(=O)COC(=O)CNS(=O)(=O)/C=C/c2ccccc2)C1 (stereo not drawn)
    -2.8%	.
- CCCc1cc2c(=O)c(-c3ccc4c(c3)OCCO4)c(C)oc2cc1OS(C)(=O)=O
    0.4%	-2
- CSc1ccccc1NC(=O)C1C2CCC(C2)C1C(=O)O (stereo not drawn)
    -2.2%	9
- ClCc1csc(-c2ccc(Cl)cc2)n1
    4.9%	7
- N#Cc1ccc(/C=N/NC(=O)CCc2ccc(S(=O)(=O)N3CCOCC3)cc2)cc1
    0.8%	.
- CN(C)c1nc(Oc2ccc(C(=O)OCC(=O)Nc3ccccc3)cc2)nc(N(C)C)n1
    0.5%	.
- COc1ccc([N+](=O)[O-])cc1NC(=O)Cn1ccsc1=N
    -1.0%	-2
